PKA-R2B act: activators of human PKA-R2B complex; P22694+P31323; AID 504700; 0.079% of 340,000 active; activation, % at 11.4 µM; PKA-R2B holoenzyme dissociation, Cy5-IP20 fluorescence polarization; R2B truncated from residue 108, S112A mutant; 0% DMSO only, 100% 113 µM cGMP;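 active = activation above a cutoff set at the mean over all compounds plus 3 SD, cut at about 18% in these data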;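 also: higher means more holoenzyme dissociation and a rise in polarization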
CDK5 p35 inh: inhibitors of human CDK5/p35 kinase; AID 488839; 0.01% of 330,000 active; inhibition, % at 10 µM; Recombinant CDK5/p35, ADP-Glo luminescence, 60 min; Q00535+Q15078;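 active = highest replicate inhibition of at least 50% and at least 75% of replicates reaching 50%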;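 also: plate controls were DMSO neutral control for no effect and GW8510 at 10 µM for full effect; many of its hits are not listed in these tables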
NSD2 inh: inhibitors of human histone methyltransferase NSD2. inhibition, % at 12.5 µM. 0.54% of 310,000 active. NSD2 peptide methylation, AlphaScreen, 120 min. O96028. AID 743445; in the data active = inhibition above about 50%
SR-BI DiI-HDL act: enhances SR-BI lipid uptake from DiI-HDL | AID 504775 | CHO ldlA[mSR-BI] cells, DiI-HDL uptake fluorescence, 3 h; 100 = double the neutral-control signal | 0.096% of 320,000 active | activation, % at 12.5 µM;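 active = mean replicate activation of at least 60% and every replicate at or above 60%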;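 also: 0% = median plate neutral-control signal and 100% = twice that signal; values of inactives mirror those of a sister screen read the other way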
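System: CHO ldlA[mSR-BI] cells / Medium: HEPES-buffered (25 mM, pH 7.4) F12 plus 0.5% BSA / Probe or stimulus: labelled HDL, 10 µg/mL / Doses: single compound concentration, delivered by pin transfer / Schedule: 3 h, 37 °C / Measured by: DiI fluorescence, bottom read / Measure: cell-associated DiI fluorescence as measure of HDL uptake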
MITF act: activators of MITF-driven TRPM1 promoter activity in SK-MEL-5 cells; activation, % at 12.5 µM; SK-MEL-5 TRPM1-promoter luciferase, 24 h; % of positive control, neutral wells = 0; AID 588334; 0.75% of 300,000 active;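 active = mean activation of at least 80% with every replicate also reaching 80%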;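 also: 0% = neutral control wells and 100% = parthenolide positive control wells; values of inactives mirror those of a sister screen read the other way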
SR-BI HDL uptake: mouse SR-BI HDL lipid transfer inhibition; Q61009; ldlA[mSR-BI] CHO cells, DiI-HDL uptake fluorescence, 3 h; inhibition, % at 12.5 µM; 0.96% of 320,000 active;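 active = mean replicate inhibition of at least 70% and a set share of replicates each scoring 70 or more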;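 also: 0% = median of neutral control wells and 100% = median of positive control wells; values of inactives mirror those of a sister screen read the other way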
Pemphigus Ab inh: human desmoglein-3 autoantibody binding inhibition | P32926 | DSG3-coupled beads, scFv-anti-DSG3-GFP binding, flow cytometry; hits give low values | binding (percent of control), % at 10 µM | 0.48% of 310,000 active;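 active = binding more than 3 SD below its plate's average and above zero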;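 also: hits lower antibody fragment binding to DSG3; some compounds called inactive have numbers as strong as hits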
Target sequence (P32926 whole entry, looked up, the tested form may be a part): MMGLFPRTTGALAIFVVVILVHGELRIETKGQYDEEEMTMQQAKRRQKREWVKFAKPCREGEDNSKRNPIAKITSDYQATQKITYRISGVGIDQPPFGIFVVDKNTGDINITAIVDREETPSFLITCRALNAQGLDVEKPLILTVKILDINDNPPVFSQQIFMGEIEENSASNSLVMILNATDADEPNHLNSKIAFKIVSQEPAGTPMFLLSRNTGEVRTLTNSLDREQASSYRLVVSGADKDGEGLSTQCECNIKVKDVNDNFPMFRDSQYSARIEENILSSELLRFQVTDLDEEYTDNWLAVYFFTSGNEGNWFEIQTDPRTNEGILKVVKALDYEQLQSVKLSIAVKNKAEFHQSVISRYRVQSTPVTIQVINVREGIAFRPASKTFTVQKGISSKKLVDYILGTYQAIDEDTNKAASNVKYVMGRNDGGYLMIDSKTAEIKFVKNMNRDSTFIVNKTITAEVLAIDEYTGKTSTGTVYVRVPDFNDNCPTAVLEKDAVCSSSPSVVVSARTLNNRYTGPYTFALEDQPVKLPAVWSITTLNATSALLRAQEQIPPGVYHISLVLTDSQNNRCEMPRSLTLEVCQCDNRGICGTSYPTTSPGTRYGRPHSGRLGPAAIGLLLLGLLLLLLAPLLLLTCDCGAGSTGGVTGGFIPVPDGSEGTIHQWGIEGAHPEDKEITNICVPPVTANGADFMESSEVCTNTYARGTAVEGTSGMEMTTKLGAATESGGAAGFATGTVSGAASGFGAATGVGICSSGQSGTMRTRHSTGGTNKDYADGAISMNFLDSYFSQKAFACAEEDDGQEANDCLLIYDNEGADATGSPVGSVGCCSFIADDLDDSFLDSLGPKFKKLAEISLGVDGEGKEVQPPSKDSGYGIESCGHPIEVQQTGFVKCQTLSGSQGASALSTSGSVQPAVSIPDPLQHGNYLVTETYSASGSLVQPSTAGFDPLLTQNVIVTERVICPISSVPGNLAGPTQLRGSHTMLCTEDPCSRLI
dFosB activator: mouse delta FosB homodimer activation | P13346 | purified delta FosB, TAMRA-CDK5 oligo fluorescence polarization; percent of positive-control signal above neutral wells | activation, % at 25 µM | 0.99% of 340,000 active | AID 493131;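 active = mean activation above about 17%, with every replicate also reaching it, limit read from the data, passing the limit was not always enough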;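 also: fluorescence polarization rise as delta FosB binds a TAMRA Cdk5 AP-1 oligo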
PKA-R1A activ: activators of PKA-R1A complex; P00514+P68181; PKA-R1A dissociation, Cy5-IP20 fluorescence polarization; scaled: DMSO 0%, 113 µM cGMP 100%; activation, % at 11.4 µM; 0.083% of 340,000 active;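 active = percent activation above the mean of all tested compounds plus 3 SD, cut at about 19% in these data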;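 also: higher means more PKAc released from R1A so a rise in polarization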
Arrestin-AP2 inh: human beta-arrestin and AP2 interaction inhibition; FITC-arrestin peptide / GST-AP2 beads, flow cytometry; AP2 beta2 appendage carries R879A mutation; inhibition, % at 10 µM; 0.31% of 340,000 active;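 active = inhibition above a set limit, near 3 SD of compounds lacking own fluorescence, cut at about 54% in these data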;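 also: plate controls were DMSO wells for no effect and 5 µM unlabelled arrestin peptide for full effect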
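System: GST-AP2 R879A bound to glutathione beads, E. coli-expressed. Also added: 50 nM FITC-arrestin peptide. Schedule: compound with beads 12 min RT, then probe 1 h RT. Signal: bead flow cytometry, FITC channel. Read-out basis: percent response.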
SUMO Mot1 rescue: SUMOylation pathway inhibition by Mot1-301 growth rescue | S. cerevisiae Mot1-301 growth rescue, ATP luminescence, 38.5C; percent above DMSO median, 100 means doubled | growth rescue, % at 18.8 µM | 1% of 320,000 active | AID 2716;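 active = every valid replicate shows activation above 250% relative to neutral control wells; inactive = the rest, any valid replicate at or below 250%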;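 also: OY570 slx delta 5 strain wells were the positive control but not used for scaling; some compounds called inactive have numbers as strong as hits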
Active calls of the source: *; . = no result given.

No.	smiles	Pemphigus Ab inh	MITF act	CDK5 p35 inh	NSD2 inh	PKA-R2B act	SUMO Mot1 rescue	dFosB activator	SR-BI DiI-HDL act	SR-BI HDL uptake	PKA-R1A activ	Arrestin-AP2 inh
1	CN1C(=O)/C(=C/c2ccccc2OCc2ccc(F)cc2)N(C)C1=S	119	-11	-0.6	-2	1	-6	-3	-53	53	10	28
2	CC1/C(=N/O)CC(c2ccccc2)N(C)C1c1ccccc1 (centres undefined)	96	-8	-1.7	0	-3	-70	-2	-14	14	-9	26
3	O=C(/C=C/c1cccnc1)c1ccc(F)c(F)c1	101	15	-0.6	6	8	35	-2	.	.	-6	-10
4	N#C/C(=C(/O)COc1ccc(Cl)cc1)c1nc2ccccc2s1	99	-4	0.3	-4	-8	-8	-2	8	-8	5	52
5	CCOC(=O)N1CCC(N(CCCOC)C(=O)Nc2ccc(CC)cc2)CC1	123	0	-0.5	-1	-5	15	-9	-17	17	-5	5
6	Cc1ccc(CNC(=O)c2oc3ccc(S(=O)(=O)N4CCC5(CC4)OCCO5)cc3c2C)cc1	.	.	-4.3	-5	-5	6	-6	-33	33	-9	-7
7	Cc1c(CN2CCCCC2C)c(=O)n(-c2ccccc2)n1C (centres undefined)	99	-9	-3.0	-2	11	-3	-1	17	-17	0	-4
8	COC(=O)c1ccc(CN2CCN(C3CCCCC3)C(CCO)C2)cc1 (centres undefined)	100	5	-0.5	5	3	403*	-3	.	.	-6	10
9	CCn1c(SCC(=O)N(C)CC(=O)Nc2ccc(OC)cc2)nnc1-c1ccco1	.	4	-1.6	-1	-3	2	4	44	-44	-10	3
10	O=C(Nc1ccccc1-c1nnc(SCc2ccc(Cl)cc2Cl)o1)c1ccccc1	99	8	1.7	32	-3	5	-1	-36	36	-8	46
11	Nn1cnc2cc3ccccc3cc2c1=O	101	-9	0.2	1	2	273	-18	-12	12	12	-13
12	CC(NC(=O)c1cccs1)C(c1cccs1)N1CCOCC1 (centres undefined)	98	1	-2.1	.	1	3	3	18	-18	-1	1
13	CCc1nn(C)c2c(=O)c(=O)c2n(C)[nH]1	116	8	0.0	-1	-3	-29	4	-1	1	-15	-7
14	CCn1c(C)c(C(C)=O)c(N2CCN(c3ccccc3)CC2)nc1=S	171	-6	-2.7	8	-10	7	-5	-12	12	-2	-2
15	O=C(O)CCCCCN1C(=O)CSC1=S	109	-11	0.6	.	5	7	4	7	-7	7	8
16	CCCN(CCC)CCNC(=O)c1cc2c(-c3ccccc3F)nn(C)c2s1	91	-9	0.8	53*	-6	2	-33	-48	48	-12	-3
17	Cc1ccccc1Nc1nc(N)nc(CCl)n1	107	.	-3.0	.	8	-7	4	20	-20	9	9
18	Cc1ccc(CNC(=O)C2CCC(=O)N(C3CC3)C2)cc1 (centres undefined)	111	-7	-0.8	-1	0	6	-1	6	-6	-5	7
19	Cc1c(Cl)ccc2c(C(=O)NCCCn3nccc3C)cc(-c3ccccn3)nc12	104	-3	0.2	2	1	-33	-16	16	-16	-8	30
20	COc1ccccc1-c1noc(COC(=O)c2ccc(Br)o2)n1	92	-6	-6.3	-1	1	9	-11	-1	1	-2	-1
21	Cc1cc(C(=O)N/N=C/c2sccc2C)no1	101	12	1.7	-3	-4	9	-6	-12	12	-6	-9
22	COc1ccc(S(=O)(=O)Nc2ccccc2)cc1	108	-8	0.5	-2	-14	-3	7	16	-16	0	5
23	Cc1ccc(NC(=S)N=Nc2c(O)[nH]c3ccccc23)cc1	85	-2	-4.2	-15	11	17	-5	-3	3	-2	8
24	O=C(CCN1CCOCC1)NNC(=O)c1ccc(Cl)c([N+](=O)[O-])c1	94	-5	-0.5	1	-3	-3	5	32	-32	-3	6
25	CCOc1cc(N2CCOCC2)c(OCC)cc1NC(=O)CN1C(=O)N(C)C2(CCCCC2)C1=O	101	-11	1.7	3	-4	-1	-7	20	-20	-4	21
26	Cc1ccc(OCC(=O)O/N=C(\N)Cc2cccs2)cc1C	102	-11	-0.1	.	-10	8	4	13	-13	8	30
27	CC(C)(C)c1ccc(NC(=S)NCCc2ccccn2)cc1	.	.	1.0	2	8	12	-2	-28	28	-12	-27
28	CN(C)/C=C(/C(=O)c1ccc(Cl)cc1Cl)S(=O)(=O)c1ccccc1	.	.	-2.1	-1	-7	3	1	12	-12	-3	-9
29	COc1ccc(N2CCN(C(=O)c3cccs3)CC2)cc1	114	.	-1.5	2	5	2	-4	7	-7	2	-11
30	CC(C)(O)/C=C/C[C@](C)(O)C1CC[C@]2(C)C1[C@H](O[C@H]1O[C@@H](CO)[C@H](O)[C@@H](O)[C@@H]1O)CC1[C@@]3(C)CC[C@H](O)C(C)(C)C3[C@@H](O)C[C@]12C (some centres undefined)	96	1	-2.6	.	-10	-25	1	17	-17	-4	1
31	CC(C)OP(=O)(OC(C)C)C(O)c1ccc(N(C)C)cc1 (centres undefined)	.	.	1.3	1	-5	7	1	9	-9	-2	-12
32	Cc1cccc(NC(=O)CSc2nnc(-c3cc(C)[nH]n3)n2N)c1	89	-2	0.5	-3	-4	-8	0	-9	9	-8	-13
33	O=C(Nc1ccccc1)OC(CN1CCCCC1)C(F)(F)F (centres undefined)	100	.	-0.3	-1	7	-11	0	17	-17	-12	13
34	COc1ccc2c(C(=O)NCc3ccc4c(c3)OCO4)c(-c3ccc(S(C)(=O)=O)cc3)sc2c1	97	7	-1.2	.	3	-9	1	-39	39	-10	9
35	Cn1c(CCc2ccccc2)nnc1SCC(N)=O	115	.	-0.4	1	-5	-17	-1	42	-42	-16	5
36	O=C(NCc1ccccc1)C1CC2CCCC(C1)C2=O (centres undefined)	101	-14	-1.4	-4	4	48	-2	6	-6	-8	2
37	COc1ccc(CCNC(=O)c2ccc3c(c2)N(Cc2ccc(F)cc2)CCS3)cc1OC	104	-2	1.0	-1	-7	-4	8	-62	62	-6	42
38	CC(=O)Nc1ccc(NC(=O)CCC(=O)OCC(=O)c2ccc(C)c([N+](=O)[O-])c2)cc1	106	-4	0.5	-3	-3	2	-8	15	-15	-3	-3
39	O=C(CCc1nc(-c2ccccc2)c(-c2ccccc2)o1)OCc1ccc(Br)cc1	102	1	0.1	1	-9	0	-5	36	-36	-7	11
40	CCCC(CCC(=O)NC1CCCCC1)C(=O)O (centres undefined)	99	.	-1.0	0	-15	2	7	31	-31	-16	3
41	CC(C)S(=O)(=O)c1csc(NC(=O)Nc2cc(Cl)ccc2Cl)c1Cl	.	.	0.3	0	-1	-29	-11	-29	29	3	-20
42	Cc1ccc(C(=O)Nc2nccs2)cc1S(=O)(=O)N1CCCCC1	112	11	-0.9	-1	-12	6	-2	.	.	-7	1
43	Cc1ccc(NC(=S)N2CCSC2c2cccs2)cc1 (centres undefined)	112	13	0.9	-2	4	2	6	-34	34	-2	4
44	COc1ccc(Oc2cc(NN3CCCCC3)c([N+](=O)[O-])cc2[N+](=O)[O-])cc1OC	96	4	-0.9	.	0	313	-5	-6	6	-5	6
45	Cc1ccc(/C=N/NC(=O)c2cc(C3CC3)nc3ccccc23)o1	83	-19	0.9	-2	-1	-4	-8	21	-21	-14	-1
46	O=C(Cn1cnc2ccccc2c1=O)N/N=C/c1ccc(Br)cc1	101	.	0.3	-1	.	-1	10	6	-6	.	12
47	CC(C)(C)c1ccc(/C=C/C(=O)Nc2nncs2)cc1	97	89*	-0.3	-2	-1	17	4	-3	3	2	47
48	CNS(=O)(=O)c1cc(NC(=O)CCCNC(=O)c2ccc(Cl)cc2)ccc1C	110	2	1.6	67*	-3	-11	-8	.	.	4	-3
49	CCNc1nc2c(c(=O)n(C)c(=O)n2C)n1Cc1ccc(Cl)cc1	100	.	0.3	.	1	-18	1	29	-29	-7	-3
50	O=C(NCCCCc1ccccc1)C1CC(c2cccc([N+](=O)[O-])c2)=NO1 (centres undefined)	97	-4	-2.6	.	5	-29	-3	9	-9	10	-8

Carrying on:
No.	smiles	Pemphigus Ab inh	MITF act	CDK5 p35 inh	NSD2 inh	PKA-R2B act	SUMO Mot1 rescue	dFosB activator	SR-BI DiI-HDL act	SR-BI HDL uptake	PKA-R1A activ	Arrestin-AP2 inh
51	O=C(Nc1cccc(C(F)(F)F)c1)c1n[nH]c(Cn2cncn2)n1	99	.	-1.4	0	-2	185	0	12	-12	-11	18
52	Cc1cc(C)nc(N(C#N)Cc2ccc(Br)cc2)n1	101	13	0.4	-7	1	-20	-12	-4	4	-13	-10
53	COc1ccc(S(=O)(=O)N2CCC(C(=O)NCc3ccco3)CC2)cc1C	103	0	0.0	-1	3	66	-3	9	-9	13	6
54	O=C(Nc1cc(C(F)(F)F)ccc1Cl)c1cc2nc3c(c(C(F)(F)F)n2n1)CCCC3	95	4	0.1	.	-4	14	-9	-10	10	-2	0
55	Cc1cc(=O)[nH]c(SCC2COC3(CCCCC3)O2)n1 (centres undefined)	105	.	-1.1	12	-2	-12	-5	14	-14	0	3
56	Cc1ccc2nc(Cl)c(C3CC(c4cccs4)=NN3S(C)(=O)=O)cc2c1 (centres undefined)	110	20	0.8	-4	-1	-4	-7	-6	6	-8	-2
57	O=S(=O)(c1ccc(F)cc1)N1CCN=C1SCc1cccnc1	90	-19	0.7	1	-5	-8	-2	38	-38	-6	-8

Full records as entered above. Order of screens: Pemphigus Ab inh | MITF act | CDK5 p35 inh | NSD2 inh | PKA-R2B act | SUMO Mot1 rescue | dFosB activator | SR-BI DiI-HDL act | SR-BI HDL uptake | PKA-R1A activ | Arrestin-AP2 inh
Cc1cc(=O)[nH]c(SCC2COC3(CCCCC3)O2)n1 (centres undefined) as listed: 105 | . | -1.1 | 12 | -2 | -12 | -5 | 14 | -14 | 0 | 3
COc1ccc(S(=O)(=O)N2CCC(C(=O)NCc3ccco3)CC2)cc1C as listed: 103 | 0 | 0.0 | -1 | 3 | 66 | -3 | 9 | -9 | 13 | 6
Cc1ccc2nc(Cl)c(C3CC(c4cccs4)=NN3S(C)(=O)=O)cc2c1 (centres undefined) as listed: 110 | 20 | 0.8 | -4 | -1 | -4 | -7 | -6 | 6 | -8 | -2
O=C(Nc1cc(C(F)(F)F)ccc1Cl)c1cc2nc3c(c(C(F)(F)F)n2n1)CCCC3 as listed: 95 | 4 | 0.1 | . | -4 | 14 | -9 | -10 | 10 | -2 | 0
